Source: PubChem (several laboratories)
PMI inhibitors – MPI enzyme activity inhibition – biochemical, fluorescence intensity, coupled assay, primary screen (AID 1209) | purified PMI enzyme, coupled fluorescence intensity; higher % means a stronger effect | one-dose inhibition, % at 20 µM; IC50 in µM for titrated hits | 190,000 compounds, 0.42% hits;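 note: plate controls were DMSO vehicle for no effect and wells lacking substrate for full effect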
Yfh1-depleted yeast – mitochondrial function rescue without frataxin homolog – Friedreich's ataxia, plus single-dose screen, dose response (AID 1465); S. cerevisiae Yfh1-off respiration, WST-1 reduction, 72 h; higher fold induction means a stronger effect; one-dose fold induction at 50 µM; EC50 in µM for titrated hits; 220,000 compounds, 0.074% hits;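 active = fold induction of absorbance versus untreated yeast above a set limit, then at least 30% activation at any dose in follow-up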;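 note: activators that raise dye reduction in frataxin-depleted yeast; strong numbers were not always called active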
LYP inhibition – inhibitors of LYP phosphatase, biochemical, fluorescence intensity, uHTS (AID 1779). recombinant LYP phosphatase, fluorescence intensity; higher % means a stronger effect. inhibition, % at 11.5 µM; hits with a dose series show IC50 in µM. 290,000 compounds, 0.054% hits;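 note: plate controls were vehicle with enzyme for no effect and no enzyme for full effect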
WT yeast gro inh – growth inhibition of WT yeast, mitochondrial fusion screen | mitochondrial fusion phenotypic screen, WT strain | inhibition, % at 10 µM | 190,000 compounds, 2.1% hits | AID 1362; in the data active = inhibition above about 58%; tested in S. cerevisiae
XIAP displacement – small molecules displacing peptide from XIAP – biochemical, IAP family, fluorescence polarization (AID 1018); displacement, % at 20 µM, or IC50 in µM where a hit was titrated; XIAP BIR domain, fluorescence polarization peptide displacement; higher % means a stronger effect; 200,000 compounds, 0.007% hits; in the data active = displacement above about 50%; note: a part of the inactive calls stands beside numbers as strong as those of hits
P. falciparum M1AAP – malaria alanyl aminopeptidase activity blockers – biochemical, fluorogenic H-Leu-NHMec substrate, 1536-well (AID 1445) | 220,000 compounds, 0.42% hits | inhibition, % at 30 µM; hits with a dose series show IC50 in µM | recombinant M1AAP, H-Leu-NHMec fluorogenic kinetic assay; higher % means a stronger effect;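 active = primary inhibition above the hit cutoff, then over 50% inhibition at one or more dose response concentrations, cut at about 23% in these data, passing the limit was not always enough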;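 note: plate controls were DMSO full reaction for no effect and no enzyme background for full effect; strong numbers were not always called active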
P. falciparum M17LAP – P. falciparum M17LAP inhibitors, primary screen, biochemical, fluorogenic H-Leu-NHMec substrate, 1536-well (AID 1619); recombinant M17LAP, H-Leu-NHMec fluorogenic kinetic assay; higher % means a stronger effect; inhibition, % at 30 µM; hits with a dose series show IC50 in µM; 220,000 compounds, 0.38% hits;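 active = compound inhibiting the enzyme by more than half at any dose during confirmatory dose-response retesting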;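 note: plate controls were full reaction with DMSO carrier for no effect and no enzyme background for full effect; strong numbers were not always called active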
PMI inhibition – human PMI inhibitors, high substrate, primary screen, biochemical, fluorescence intensity, high mannose 6-phosphate (AID 1220) | recombinant PMI enzyme, coupled fluorescence intensity; higher % means a stronger effect | inhibition, % at 20 µM; hits with a dose series show IC50 in µM | 190,000 compounds, 0.66% hits
TNAP activation fold – stimulation of alkaline phosphatase TNAP activity – biochemical, luminescent, no phosphate acceptor, uHTS, primary screen (AID 1001). activation fold at 20 µM, or EC50 in µM where a hit was titrated. purified TNAP, luminescent activation assay, no phosphate acceptor; higher activation fold means a stronger effect. 200,000 compounds, 0.03% hits; in the data active = activation fold from about 3, or a potency from the dose series; inactive = the rest, 99 in 100 with activation fold below about 1.6; note: many of its hits are not listed in these tables
WT yeast gro inh mutant strain – also measured in WT yeast gro inh; calls as there; inhibition, %; mitochondrial fusion phenotypic screen, mutant strain inhibition
Numbers without * were called inactive; i = inactive; . = not tested or not shown. Cut-off read from the data, not from the text of the source, unless noted: active = inhibition above about 50%; inactive = the rest.

SMILES | PMI inhibitors | Yfh1-depleted yeast | LYP inhibition | WT yeast gro inh | WT yeast gro inh mutant strain | XIAP displacement | P. falciparum M1AAP | P. falciparum M17LAP | PMI inhibition | TNAP activation fold
CC(C)OCCCNC(=O)C1CCN(S(=O)(=O)N2CCCCC2)CC1 | 10.2% | i | -11.3% | -10.3 | -31.8 | -6.0% | 3.0% | 1.8% | -2.8% | 1.1
CCOc1ccc(NS(=O)(=O)c2ccc(OC)c(NC(=O)c3ccc4c(c3)OCCO4)c2)cc1 | 15.0% | i | 2.0% | 16.3 | -14.6 | -7.5% | -4.4% | -9.0% | 11.1% | 1
Cc1nnc(NC(=O)COc2ccccc2)s1 | -3.4% | i | -7.8% | -11.4 | 0.5 | -7.1% | 8.1% | -1.2% | -1.1% | 1.1
COc1ccc(Nc2nnc(SCC(=O)N3CCCC3)s2)cc1 | -6.1% | . | -2.5% | 1.7 | -0.6 | -5.3% | 0.9% | 10.1µM* | -4.3% | 1.1
COc1ccc(S(=O)(=O)NC(C)(C)C)cc1-c1nnc2c3ccccc3c(C)nn12 | -3.3% | i | -8.1% | -11.3 | -0.7 | -8.9% | -1.0% | 5.4% | 0.0% | 1.1
N#C/C(=C\c1ccc(-c2ccc(S(=O)(=O)N3CCOCC3)cc2)o1)C(=O)NC1CC1 | -0.2% | i | -4.2% | 14.3 | -21.5 | 0.3% | 6.6% | 7.5% | 3.1% | 1
Cc1ccc(CCSc2ccc(F)cc2)cn1 | . | i | -4.3% | . | . | . | 2.7% | 9.6% | . | .
N#CC(C(=O)NCc1ccccc1)c1nc2ccccc2nc1N1CCCC1 (stereo not given) | -25.3% | i | -1.4% | -1.8 | -0.4 | -1.0% | 11.7% | -3.0% | -34.2% | 1
Cc1cccc(NC(=S)NNC(=O)c2cccc([N+](=O)[O-])c2)c1 | . | i | -1.5% | . | . | . | -8.7% | 3.9% | . | .
COc1ccccc1[C@@H]1C(c2cccc(Cl)c2)=NN(c2ccc(Br)cc2)[C@H]1C(=O)N1CCOC1=O | 18.4% | i | -3.8% | 26.9 | -7.3 | -1.5% | 3.0% | -12.7% | 12.0% | 1.1
COc1cc(/C=N/N2C(=O)C3C4c5ccccc5C(c5ccccc54)C3C2=O)ccc1O (stereo not given) | -10.3% | i | -7.9% | 20.9 | 8.2 | -9.1% | -1.2% | -5.7% | -9.2% | 1.3
N#C/C(=C\Nc1ccc(F)c(Cl)c1)C(=O)C1CC1 | . | i | -0.3% | . | . | . | 6.1% | 10.6% | . | .
Cc1cc2cc(CNC(=O)c3ccc(Br)o3)ccc2[nH]1 | . | i | -5.9% | 9.2 | -0.5 | . | 11.8% | 6.4% | . | .
CC(C)Cn1c(C(C)NC(=O)Cc2ccccc2)nc2ccccc21 (stereo not given) | 12.4% | i | 0.5% | -0.7 | 4.4 | -5.4% | 1.8% | 8.5% | 10.0% | 1
COc1ccccc1-c1nnc(NC(=O)c2ccccc2F)o1 | -0.4% | i | -9.2% | -8.3 | -8.5 | -1.3% | 5.0% | 8.3% | 3.3% | 1.2
O=C1C2C3C=CC(C3)C2C(=O)N1CCN1CCN(S(=O)(=O)/C=C/c2ccccc2)CC1 (stereo not given) | -15.0% | i | -7.2% | -0.3 | 7.5 | -8.2% | -3.7% | -7.4% | -15.2% | 1
CCCCNc1cc(C)oc(=O)c1C(C)=O | 0.5% | i | 3.6% | -1.4 | -3.6 | -5.3% | 10.8% | -4.1% | 1.1% | 1
O=C(/C=C/c1cccc(Br)c1)N1CCN(c2cccc(C(F)(F)F)c2)CC1 | 15.1% | i | -2.4% | 67.0* | 54.5* | 2.7% | 12.4% | 11.5% | 14.4% | 1.1
O=C(c1cc2ccccc2oc1=O)N1CCCC1 | 5.7% | i | 4.3% | 1.0 | -0.5 | -3.5% | 6.1% | 5.3% | 5.4% | 1.1
CC1CCN(S(=O)(=O)c2ccc(C(=O)NCc3ccc4c(c3)OCO4)cc2)CC1 | -1.6% | i | -3.2% | 8.5 | -5.1 | -2.2% | 8.2% | 8.6% | -5.0% | 1.1

An excerpt from above in order of the PMI inhibition value, largest number first.
SMILES | PMI inhibitors | LYP inhibition | WT yeast gro inh mutant strain | XIAP displacement | P. falciparum M1AAP | P. falciparum M17LAP | PMI inhibition | TNAP activation fold
CC(C)Cn1c(C(C)NC(=O)Cc2ccccc2)nc2ccccc21 (stereo not given) | 12.4% | 0.5% | 4.4 | -5.4% | 1.8% | 8.5% | 10.0% | 1
COc1ccc(S(=O)(=O)NC(C)(C)C)cc1-c1nnc2c3ccccc3c(C)nn12 | -3.3% | -8.1% | -0.7 | -8.9% | -1.0% | 5.4% | 0.0% | 1.1
CC1CCN(S(=O)(=O)c2ccc(C(=O)NCc3ccc4c(c3)OCO4)cc2)CC1 | -1.6% | -3.2% | -5.1 | -2.2% | 8.2% | 8.6% | -5.0% | 1.1

The list continues:
SMILES | PMI inhibitors | Yfh1-depleted yeast | LYP inhibition | WT yeast gro inh | WT yeast gro inh mutant strain | XIAP displacement | P. falciparum M1AAP | P. falciparum M17LAP | PMI inhibition | TNAP activation fold
COc1cccc(NC(=O)c2cccnc2)c1 | 8.6% | i | -5.8% | 5.5 | -0.2 | -3.4% | 10.7% | 1.7% | 12.4% | 1.1
CCC(C)NC(=O)c1ccc(CS(=O)(=O)Cc2ccc(Cl)cc2)o1 (stereo not given) | 7.0% | i | -9.3% | -5.2 | 12.3 | -0.8% | 12.0% | 5.5% | 6.4% | 1.1
CN(C(=O)c1ccco1)c1nc2c(s1)CCCC2 | -9.1% | i | -2.0% | 4.7 | -33.3 | -6.8% | 6.4% | 5.7% | -12.5% | 1.2
Cc1ccc(Cn2c(SC(C)C(N)=O)nc3ccccc3c2=O)cc1 (stereo not given) | 2.6% | i | -4.5% | -4.9 | -36.8 | -3.5% | 2.5% | 1.9% | 14.7% | 1
CCOC(=O)N1CCN(C(=O)C2CCN(S(=O)(=O)c3ccc(Br)s3)CC2)CC1 | 2.4% | i | -3.2% | -6.4 | -1.3 | -4.1% | 9.7% | 10.8% | 1.4% | 1.1
CN(C)S(=O)(=O)Oc1ccc(Cl)cc1C(=O)Nc1cccc(C(F)(F)F)c1 | -2.1% | i | -1.9% | 6.3 | -4.4 | -6.1% | 2.7% | -3.6% | 2.9% | 1
CC(/C=N\N1CCN(c2ccc(Cl)cc2)CC1)=C\c1ccccc1 | 12.3% | i | 0.6% | 4.0 | -15.2 | -0.2% | 3.7% | 5.5% | 12.4% | 1.1
COc1cccc(-c2c(C#N)c(SC)nc3cc(C)nn23)c1 | . | i | -5.4% | . | . | . | -1.2% | -2.5% | . | .
O=C(COC(=O)c1ccc([N+](=O)[O-])s1)NC(=O)NCc1ccccc1 | -16.4% | i | 5.6% | 10.5 | 0.8 | -2.1% | 0.4% | 1.0% | 0.2% | 1.1
O=C(Nc1ccc(Cl)c(Cl)c1)Nc1ccccc1O | . | i | 2.3% | . | . | . | 2.0% | 4.5% | . | .
COC(=O)c1cccc(CSc2nnc(C)s2)c1 | -13.1% | i | 0.1% | -12.4 | -1.0 | -2.9% | 2.1% | -3.5% | -8.3% | 1
CC(=O)N1CCn2c3c(c(=O)c4cc(C)ccc42)CCC31 (stereo not given) | -4.0% | . | -3.2% | -12.2 | -0.4 | -3.4% | 11.1% | -6.5% | -31.1% | 1.1
CCOc1ccc(C(=O)N/N=C/c2ccc(-c3ccc(S(=O)(=O)Nc4ncccn4)cc3)o2)cc1 | -7.1% | i | -2.4% | -11.3 | -11.1 | -16.9% | 55.9%* | -3.5% | -15.2% | 1
COc1ccc(C(=O)Nc2nnc(-c3ccccc3)o2)cc1OC | 3.3% | i | 1.4% | -1.8 | -27.9 | -2.6% | -2.4% | 5.3% | 1.5% | 1.3
CCS(=O)(=O)c1nc2ccccc2n1CC(=O)N1CCCCC1 | -9.6% | i | -6.7% | -10.8 | 9.0 | -1.7% | 10.5% | 6.7% | -7.2% | 1.1
O=C(NC1CCCC1)c1cnc2n(c1=O)CCS2 | -1.2% | i | -3.4% | 5.2 | 15.4 | -6.8% | -0.6% | 7.0% | -4.7% | 1
Cc1nn(Cc2ccc(Cl)cc2)c(C)c1NC(=O)/C=C/c1cnn(C)c1 | -1.8% | i | -11.2% | 16.5 | 5.6 | -6.7% | -0.7% | 8.9% | 3.2% | 1
CC(O)CN1CC(O)=C(c2nc3ccccc3s2)C1=N (stereo not given) | 5.9% | i | -2.4% | -1.0 | -14.1 | -2.2% | 6.2% | 15.7% | 9.6% | 1.1
Cn1c(=O)c2c(nc(CN3CCN(Cc4ccccc4)CC3)n2CCN2CCOCC2)n(C)c1=O | -3.3% | i | 48.8% | 2.0 | -3.7 | -7.5% | 4.6% | 1.8% | -14.6% | 1.1
S=C(NCC1COc2ccccc2O1)Nc1ccc(Br)cc1 (stereo not given) | 2.2% | i | 4.8% | 5.5 | 7.8 | -12.5% | 2.5% | -6.4% | 5.8% | 1.1
CC(=O)Nc1ccc(S(=O)(=O)NC2(C(F)(F)F)C(=O)Nc3c2c(=O)[nH]c(=O)n3Cc2cccnc2)cc1 (stereo not given) | -1.8% | i | -3.5% | 2.4 | 6.2 | -4.7% | 0.7% | 6.1% | -2.9% | 1.1
COC(=O)[C@@]1(Cc2ccccc2)[C@@H]2C(=CC(=O)[C@H]2CC(=O)C(=O)N(C)C)CN1C(=O)c1ccccc1 | 3.1% | i | -3.9% | -5.8 | -7.1 | -4.4% | 10.8% | -12.8% | 13.4% | 1.1
Cc1cc2cc(CCNC(=O)C3c4ccccc4Oc4ccccc43)c(=O)[nH]c2cc1C | -9.9% | . | 0.6% | -5.1 | -11.4 | -4.9% | 2.5% | -5.8% | 3.5% | 1.1
CCOC(=O)C1=C(c2ccccc2)NC(=S)NC1C (stereo not given) | 21.9% | . | -8.6% | -6.4 | 12.7 | -2.7% | -0.1% | 3.8% | 8.4% | 1.1
CC(=O)Oc1ccc2oc(C)c(C(=O)N3CCOCC3)c2c1 | -4.3% | i | -10.9% | -19.0 | -5.8 | -8.7% | 9.2% | 20.2% | -5.3% | 1.2
O=C(CCN1CCOCC1)NNC(=S)NC(=O)c1ccc(Br)cc1 | 25.7% | i | -5.5% | 23.7 | -12.6 | -6.5% | -2.5% | 47.7% | 13.1% | 2.4
CCOCC(=O)N1CCN(c2cccc(Cl)c2)CC1 | -0.5% | i | -4.3% | -6.8 | 1.7 | -7.0% | 2.5% | -1.0% | 4.7% | 1
O=C(Nc1ccccc1)ON=C1CCCC1 | 12.9% | i | -7.5% | 6.5 | -2.9 | -5.9% | 4.4% | 5.1% | -3.5% | 1.1
CC1=Nc2cc(C(=O)O)ccc2Sc2c(C)ccc(C)c21 | -10.8% | i | -3.7% | 6.3 | 27.2 | -7.3% | -1.1% | 9.5% | -12.3% | 1
Cc1cc(C(=O)Nc2sc(C)c(C)c2C#N)c(C)o1 | 0.6% | i | -2.9% | 12.9 | 17.2 | -1.7% | 4.9% | -7.3% | 3.1% | 1
